Growth percent in the NCI-60 one-dose screen (48 h, 10 µM unless noted): 100 = growth as untreated, 0 = no growth, -100 = all killed.
HL-60(TB) = HL-60(TB) leukemia cells. actives 9% (n = 78,000). AID 1794776; active means growth percent below 10
Numbers without * were called inactive; [ ] = dose if it differs, or a comment.

SMILES | HL-60(TB)
CCOC(=O)Nc1cccc2c1-c1ccc([N+](=O)[O-])cc1C2=O | 104
COc1ccc(/C=C\c2cc(OC)c(OC)c(OC)c2)cc1N/C=C\C(=O)c1c[nH]c2ccccc12 | -11*
O=C(Nc1ccc(Oc2ccc(F)cc2)c(Cl)c1)c1ccnnc1 | 85
CN(c1ccccc1)c1ccccc1 | 104
N#Cc1ccccc1C#Cc1ccccc1C#Cc1ccc(OCCCCCCOc2ccc(C#Cc3ccccc3C#Cc3ccccc3C#N)cc2)cc1 | 100
CC(C)OC(=O)[C@H](C)NP(=O)(Oc1ccccc1)C1CCCN(O)C1=O (some centres not stated) | 94
C/C(Cc1ccc(Cl)cc1)=C(\c1ccc(OCCN2CCCCCC2)cc1)c1ccc(OC(=O)C2CCCCC2)cc1 | 18
COC(=O)c1cc(I)ccc1O | 103
CC(=O)O[C@H]1C[C@@]2(C)[C@@H](CC(=O)[C@H]3[C@@]4(C)CCC(N5CCCC5)[C@@H](C)[C@@H]4CC[C@@]32C)/C1=C(\CCC=C(C)C)C(=O)O (some centres not stated) | 99
N#CC(C#N)=C(O)/C(=C/c1ccc(Cl)cc1Cl)NC(=O)c1ccccc1 | 87
O=C(Nc1cccc(Br)c1)Oc1ccc(Cl)c2cccnc12 | 3.1*[100 µM]
Oc1ccccc1-c1ccccc1O | 101
COc1ccc(Oc2ccc(C3CC(c4ccc(OC)c(OC)c4)=NN3C(C)=O)cc2)cc1 (configuration not stated) | 69
O=C(/C=C/c1ccc(F)cc1)c1ccc(Nc2nc(NCCO)nc(N3CCOCC3)n2)cc1 | 98
O=C(c1ccccc1)C(c1ccccc1)C(Cl)c1ccccc1 (configuration not stated) | 78

Looked up one by one from above:
SMILES | HL-60(TB)
Oc1ccccc1-c1ccccc1O | 101
CC(C)OC(=O)[C@H](C)NP(=O)(Oc1ccccc1)C1CCCN(O)C1=O (some centres not stated) | 94

Among those listed so far, four have nitrogen in an aromatic ring.
SMILES | HL-60(TB)
COc1ccc(/C=C\c2cc(OC)c(OC)c(OC)c2)cc1N/C=C\C(=O)c1c[nH]c2ccccc12 | -11*
O=C(Nc1ccc(Oc2ccc(F)cc2)c(Cl)c1)c1ccnnc1 | 85
O=C(Nc1cccc(Br)c1)Oc1ccc(Cl)c2cccnc12 | 3.1*[100 µM]
O=C(/C=C/c1ccc(F)cc1)c1ccc(Nc2nc(NCCO)nc(N3CCOCC3)n2)cc1 | 98

The main list resumes with the 4 entries that preceded the break.
SMILES | HL-60(TB)
Oc1ccccc1-c1ccccc1O | 101
COc1ccc(Oc2ccc(C3CC(c4ccc(OC)c(OC)c4)=NN3C(C)=O)cc2)cc1 (configuration not stated) | 69
O=C(/C=C/c1ccc(F)cc1)c1ccc(Nc2nc(NCCO)nc(N3CCOCC3)n2)cc1 | 98
O=C(c1ccccc1)C(c1ccccc1)C(Cl)c1ccccc1 (configuration not stated) | 78
OCc1cnccc1NCCCCOc1ccc(Oc2ccccc2)cc1 | 23
O=C1c2cccc(Cl)c2C(=O)c2cccc(Cl)c21 | 93
CSc1nc(-c2ccco2)c2c(N)[nH]nc2n1 | 83
C=CCN1C(=O)[C@@]2(Oc3ccccc3[C@H]3CC(c4ccc(Br)cc4)=NN32)c2ccccc21 | 76
CCc1ccc(-c2ccc(COc3ccc(CC4SC(=O)NC4=O)cc3)cc2)cc1 (configuration not stated) | 88
OCCOc1ccc2ccccc2c1 | 91
O=C(O)C1C=Cc2ccccc2N1C(=O)c1ccccc1 (configuration not stated) (tested in a mixture with another compound) | 111
CN(C)CCCNc1c2ccc(Cl)cc2nc2c1oc1ccc(Cl)cc12 | -54*
O=C1c2cc([N+](=O)[O-])ccc2-c2ccc([N+](=O)[O-])cc21 | 102
COc1ccc(-n2c(SCc3n[nH]c(=S)o3)nc3cc(OC)c(OC)cc3c2=O)cc1 | 91
O=C1Nc2ccccc2/C1=C/c1ccc(COCC2CO2)n1-c1ccc(O)cc1 (configuration not stated) | 103
O=C1C2CCCN2C(=O)c2ccccc2N1Cc1cn(-c2ccccc2Cl)nn1 (configuration not stated) | 100
CN1CCN(C2=Nc3cc(Cl)ccc3Nc3ccccc32)CC1 | 98
O=C(C[n+]1ccc2ccccc2c1)c1ccc(Cl)cc1 | 103
O=C1/C(=C/c2ccccn2)Nc2cc3c(cc21)OCO3 | 125
O=C(NNC(=S)NC1CCCCC1)c1ccc(OCc2nc3ccc(Cl)cc3[nH]2)cc1 | 37
O=C1NC(=O)C(Cn2cnc3ccccc32)N1 (configuration not stated) | 96
N#Cc1ccc2cc(-c3ccc(Br)cc3)c(C(=O)c3ccc(Br)cc3)n2c1 | 100
O=C(Nc1ccc(-n2ccc3c(NC(=O)c4ccccc4)ncnc32)cc1)Nc1cccc(Cl)c1Cl | 63
O=C(/C=C/c1cccc(O)c1)c1cccc(-n2cc(-c3ccc(Cl)cc3)[nH]c2=O)c1 | -6.2*
CCCCCC(=O)Oc1ccccc1OC | 93
Cc1ccc(N=C2NC(=O)CS2)c(C)c1 | 94
O=C(CSc1nc2ccccc2c(=O)[nH]1)NNC(=O)c1ccccc1Br | 115
CCCCCCCCCCC/C=N/Nc1ccc([N+](=O)[O-])cn1 | 106
CCOC(=O)C1CCNC(=O)C1=O (configuration not stated) | 86
CCCc1n(Cc2ccc3ccccc3n2)cc[n+]1Cc1ccc2ccccc2n1 | -31*
COc1ccc(NC(=O)[C@H](C)NC(=O)OC(C)(C)C)cc1C(=O)Nc1cccc(-c2cc(=O)c3c(OC)c(OC)c(OC)cc3o2)c1 | 2.9*
N=C(N)c1ccc(-c2ccc(-c3ccc(Cl)c(Cl)c3)o2)cc1 | -45*
Nc1nc(-c2ccccc2)c(N=Nc2ccccc2Cl)s1 | 92
O=C1N=c2ccccc2=C1c1sc(N2CCCCC2)nc1O | 107
CC(=O)[O][Hg][c]1nc2c(c(=O)n(C)c(=O)n2C)n1C | 104
Cc1nc2c(-c3ccc(Cl)cc3)nc3ccc(Cl)cc3c2c(=O)n1N | 92
COC(=O)c1nc2cc(Cl)ccc2nc1C(F)(F)F | 89
CNS(=O)(=O)c1ccc(OCCOc2ccc(S(=O)(=O)NC)cc2)cc1 | 102
O=[N+]([O-])CC(c1ccco1)c1c[nH]c2ccccc12 (configuration not stated) | 102
COc1cccc(-c2nc3sccn3c2-c2ccnc(NCCCNS(=O)(=O)c3ccc(F)cc3)n2)c1 | 12
CC(=O)OC1CCC2(C)C(=CC(=O)C3C2CCC2(C)C(OC(C)=O)CCC32)C1 (configuration not stated) | 114
CN(C)Cc1ccc(NC(=O)c2cncc(C#Cc3cnc(N)c4ncccc34)c2)cc1C(F)(F)F | 31
COc1ccc(C2C=C(c3ccc(Cl)c(Cl)c3)N=C3SC(C)=CN32)cc1 (configuration not stated) | 83
CCCCN(C=O)CCCC | 105
O=S(=O)(c1ccc(O)cc1)c1ccc(O)cc1 | 100
N#CC1=C(N)Oc2c(c(=O)[nH]c3ccc(Cl)cc23)C12C(=O)c1ccccc1C2=O | 100
Cc1ccc2cc3c(NC(=O)c4cccnc4)nn(C)c3nc2c1 | 88
CCOC(=O)C1=C(N)Oc2c(sc3c(C)cccc23)C1c1ccc(OC)cc1 (configuration not stated) | 1.5*
O=C(Nc1cc(C(F)(F)F)cc(C(F)(F)F)c1)Nc1cc(Cl)ccc1-c1nn[nH]n1 | 103

A different layout for part of the listing above:
CCOC(=O)C1=C(N)Oc2c(sc3c(C)cccc23)C1c1ccc(OC)cc1 (configuration not stated)
  HL-60(TB): 1.5*
CC(=O)[O][Hg][c]1nc2c(c(=O)n(C)c(=O)n2C)n1C
  HL-60(TB): 104

Further structures.
SMILES | HL-60(TB)
Nc1ccc(S(=O)(=O)c2ccc(N)nc2)cc1 | 94
COc1cc(-c2csc(Nc3cc(NCCCN4CCN(C)CC4)nc(C)n3)n2)cc(OC)c1OC | 65
CC(=O)N1CCN(c2cc3c(cc2F)c(=O)c(C(=O)NO)cn3C2CC2)CC1 | 95
COc1ccc(C(=O)CC2c3ccccc3NC(=O)N2Cc2ccccc2)cc1OC (configuration not stated) | 91
Cc1ccc([C@H]2c3[nH]c4ccccc4c3C[C@H]3C(=O)N(CCCCCCC(=O)NO)CC(=O)N23)cc1 | 19
CC[C@H](C)[C@@H](C(=O)OC)n1cc(CNC(=O)[C@H](Cc2ccccc2)NC(=O)OCc2ccccc2)nn1 | 100
Nc1cc2c([nH]c[n+]2CC#CCCl)c(SCC#CCCl)n1 | -18*
COc1cccc(/C=C/C(=O)c2cc3c(N)c(C(=O)Nc4cccc(Cl)c4C)sc3nc2C)c1 | 0.8*
O=C(NOCCO)c1ccc2cncn2c1Nc1ccc(I)cc1F | 24
COc1ccc(-n2nc(C)c3c(Oc4ccc(NC(=O)Nc5ccc(Cl)c(C(F)(F)F)c5)cc4)ncnc32)cc1 | 95
CC1(C)N=C(Oc2cc(Cl)cc(Cl)c2)NC(=S)N1 | 33
CC(C)(C)c1cc(=O)[nH]c(SCC(=O)NCCc2ccc(S(N)(=O)=O)cc2)n1 | 113
OC[C@@H](O)[C@@H](O)CO | 92
CCOC(C)(c1ccc(Cl)cc1)C1CCNCC1 (configuration not stated) | 86
COc1cccc(/C=C/C(=O)c2ccc(NC(=O)COc3cccc4cccnc34)cc2)c1 | 80
C/C=C(\C)C(=O)O[C@@H]1C2C=C3C4CC(=O)O[C@@H](c5ccoc5)[C@]4(C)CC[C@@H]3[C@@](C)(C2=O)[C@@H]([C@@H](O)C(=O)OC)C1(C)C (some centres not stated) | 110
N#CCCN(NC(=O)OCc1ccccc1)C(=O)OCc1ccccc1 | 115
Cc1ccc2[nH]c(=O)cc(C)c2c1 | 94
O=C1/C(=C\c2cccc([N+](=O)[O-])c2)Sc2ccc(Cl)cc21 | 111
O=C(Nc1cccc(-n2cc(-c3ccncc3)c(-c3ccc(O)c(Cl)c3)n2)c1)c1ccc(N2CCOCC2)c(C(F)(F)F)c1 | -11*
O=C(Nc1ccccc1O)c1ccc(-c2ccc(Cl)cc2Cl)o1 | 84
C[Si](C)(C)C(c1ccccc1)c1ccccc1 | 80
Oc1cccc2c1NCCC2 | 7.8*
Nc1c(OS(=O)(=O)c2ccccc2)cccc1OS(=O)(=O)c1ccccc1 | 85
Cn1cc(-c2cc(N)n3nc(-c4c[nH]c5ccccc45)cc3n2)c2cccnc21 | -71*
NC(=O)C(=O)c1ccccc1NC=O | 101
O=C(/C=C(O)/C=C/c1ccc(F)c(F)c1F)/C=C/c1ccc(F)c(F)c1F | 92
N#CC1c2ccccc2-c2ccccc2N1C(=O)c1ccccc1 (configuration not stated) | 22
N#CCc1csc(Cc2ccccc2)n1 | 96
COc1cccc(Cn2c(-c3cncs3)nc3ccccc32)c1 | 102
Cc1cc(C(=O)O)c(C)n1-c1cccc(C(=O)O)c1 | 56
O=C(O)c1cn(C2CC2)c2cc(N3CCN(C(=O)N(c4ccccc4)c4nc(-c5ccccc5)cs4)CC3)c(F)cc2c1=O | -40*
O=C(O)COc1ccc(Cl)cc1 | 102
COc1ccc(C2=CCCC2)c(OC)c1 | 107
O=C=Nc1ccc(Br)cc1 | 96
CC(C)(O)c1ccccc1C(C)(C)O | 110
COc1ccc(C(c2cc(OC)c(OC)c(OC)c2)n2ccnc2)cc1O (configuration not stated) | -36*
NC(N)=N/N=C(\c1ccccc1)c1ccccn1 | 98
Cn1cc(-c2csc(-c3ccc(Cl)cc3)n2)c2cccnc21 | 8.0*[100 µM]
CCCCOC(=O)CCN1CCN(c2cccc(C)c2)CC1 | 103
O=C(O)C1C(C(=O)O)C2(Cl)C(Cl)=C(Cl)C1(Cl)C2(Cl)Cl.[Hg] (configuration not stated) | 69
O=C(CSc1cc[n+](CCCCO)c2ccccc12)n1ccc2ccccc21 | 106
N#C/C(=C\c1ccc(-c2cc(C(F)(F)F)ccc2Cl)o1)c1nc2ccccc2[nH]1 | 102
CCOC=Nc1c(C(=O)Nc2ccc(OC)cc2)oc2ncccc12 | 98
O=C(/C=C/c1cccc2ccccc12)CC(=O)/C=C/c1cccc2ccccc12 | 101
CN(C)CC(=O)c1ccc(O)c(O)c1 | 108
Cc1nnc([S-])s1.[Au+].c1ccc([PH+](c2ccccc2)c2ccccc2)cc1 | -15*
O=C(O)c1cccc(-c2cccc(C(=O)O)c2)c1 | 96
COc1ccc(-c2nn(-c3cccc(Cl)c3)cc2C=C(C#N)C#N)cc1 | -37*
COc1ccc(Cc2nnc(Nc3nc4ccccc4s3)s2)cc1 | -33*
COc1ccc([N+](=O)[O-])cc1C(F)(F)F | 98
CC(C)C[C@H](NC(=O)[C@H](Cc1cccc2ccccc12)NS(=O)(=O)c1cccc2cccnc12)B(O)O | -17*
CCOc1ccccc1/C=N\Nc1ccc(S(=O)(=O)c2ccc(N/N=C/c3ccccc3OCC)cc2)cc1 | 102
Nc1ccc2ccc(NS(=O)(=O)N3CCCCC3)cc2c1 | 2.4*
N#CC(Cc1ccccc1)C(N)=O (configuration not stated) | 90
CCOC(=O)C(C(=O)OCC)C(c1ccc(Cl)cc1)c1ccccc1Cl (configuration not stated) | 91
C[C@]12CCc3nc(-c4cccc(Oc5ccc(C(F)(F)F)cn5)c4)sc3C1=CC[C@@H]1[C@@H]2CC[C@]2(C)C(=O)CC[C@@H]12 | 99
Cc1onc(-c2ccccc2)c1C(=O)NC1C(=O)N2[C@@H]1SC(C)(C)[C@@H]2C(=O)O (some centres not stated) | 104
Cc1c(C(=O)Nc2ccc([N+](=O)[O-])cc2)sc(N)c1C#N | 65
CCOC(=O)C(Cc1csc2ccccc12)(NC(C)=O)C(=O)OCC | 111
COc1ccc(/C=C\c2cc(OC)c(OC)c(OC)c2)cc1OCC(=O)Nc1nc2ccccc2s1 | 19

Assay outcomes from PubChem BioAssay.

The list is partial; the hit share may differ from the screen's.
